# ADAM10 inh = human ADAM10 inhibitors, primary screen, biochemical, QFRET, HTS | recombinant ADAM10, EDANS/DABCYL FRET peptide cleavage, 3 h | inhibition, % at 7 µM | 0.62% of 370,000 active | AID 720582, 2013;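 active = inhibition above a per-campaign cutoff equal to the mean of compounds falling between control-based bounds plus 3 SD, cut at about 20% in these data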;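 also: 0% = DMSO wells while the 100% control is not disclosed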
# Target sequence (O14672 214-748 limits assumed): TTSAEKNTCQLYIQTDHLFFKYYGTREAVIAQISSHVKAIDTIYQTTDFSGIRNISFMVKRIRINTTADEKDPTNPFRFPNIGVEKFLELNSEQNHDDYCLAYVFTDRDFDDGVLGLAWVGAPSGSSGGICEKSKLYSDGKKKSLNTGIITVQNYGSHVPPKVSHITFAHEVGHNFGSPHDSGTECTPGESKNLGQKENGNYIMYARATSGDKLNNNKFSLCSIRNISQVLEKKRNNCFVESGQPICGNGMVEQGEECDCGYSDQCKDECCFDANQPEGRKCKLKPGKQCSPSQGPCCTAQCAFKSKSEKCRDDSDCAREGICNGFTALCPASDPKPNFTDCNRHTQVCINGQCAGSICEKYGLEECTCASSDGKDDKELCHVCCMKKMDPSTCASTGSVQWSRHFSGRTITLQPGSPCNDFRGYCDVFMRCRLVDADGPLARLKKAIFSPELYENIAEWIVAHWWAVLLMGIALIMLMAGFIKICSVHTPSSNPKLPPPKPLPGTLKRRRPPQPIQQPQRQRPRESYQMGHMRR
# FXN GAA850 act = FXN promoter activators, primary screen, cell-based, luciferase luminescence, HEK293 lucGAA850; HEK293 lucGAA850 FXN promoter luciferase reporter, 24 h; percent of 10 µM SAHA response; AID 540364, 2011; 0.56% of 360,000 active; activation, % at 6 µM;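 active = activation above the average of all compounds screened plus 3 SD, cutoff fixed separately per campaign, cut at about 7.5% in these data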;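 also: 0% = DMSO wells and 100% = 10 µM SAHA wells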
# ASAP1 GAP inh = inhibitors of human ASAP1 ArfGAP activity, primary screen, biochemical, fluorescence polarization | ASAP1-stimulated ARF1 GTP hydrolysis, GDP FP detection | inhibition, % at 16.5 µM | 0.19% of 360,000 active | AID 624377, 2012; in the data active = inhibition above about 25%;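 also: 0% = vehicle with enzyme and substrate and 100% = no enzyme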
# proKLK7 act = proKLK7 zymogen activators, primary screen, biochemical, fluorescence intensity. Kallikrein-7 (Homo sapiens), P49862. purified proKLK7, EDANS-DABCYL substrate fluorescence; 100% is mature enzyme control, 0% vehicle. activation, % at 7 µM. 0.9% of 370,000 active. AID 652039, 2013;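 active = activation above the mean of all tested compounds plus 3 SD, computed per campaign excluding outliers beyond control limits, cut at about 13% in these data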
# Target sequence (P49862 whole entry, looked up): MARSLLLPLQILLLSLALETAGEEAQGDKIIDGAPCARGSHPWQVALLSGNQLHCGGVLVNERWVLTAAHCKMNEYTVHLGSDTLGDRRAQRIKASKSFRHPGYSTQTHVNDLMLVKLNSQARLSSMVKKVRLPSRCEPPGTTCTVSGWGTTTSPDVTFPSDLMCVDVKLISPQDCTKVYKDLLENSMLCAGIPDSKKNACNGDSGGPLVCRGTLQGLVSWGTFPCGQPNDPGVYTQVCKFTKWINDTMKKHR
# ARFGAP1 inh = inhibitors of rat ARFGAP1 GAP activity, primary screen, biochemical, fluorescence polarization, GDP tracer; ADP-ribosylation factor GTPase-activating protein 1 (Rattus norvegicus), Q62848; Arfgap1-stimulated ARF1 GTP hydrolysis, GDP FP detection; inhibition, % at 16.5 µM; 0.26% of 360,000 active;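 active = inhibition above a per-plate limit, mean inhibition of low control wells plus 3 SD, cut at about 25% in these data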;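 also: 0% = DMSO wells with enzyme and 100% = wells lacking Arfgap1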
# Target sequence (Q62848 1-136 limits assumed): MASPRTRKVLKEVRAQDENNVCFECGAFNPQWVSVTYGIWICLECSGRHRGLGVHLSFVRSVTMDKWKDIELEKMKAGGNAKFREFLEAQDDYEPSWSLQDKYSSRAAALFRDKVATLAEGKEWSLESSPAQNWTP
#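 Assay system: purified rat His6-Arfgap1 residues 1-136 (GAP domain); Reagent: human Δ17 ARF1 bound to GTP; Dosing: 16.5 µM single point, 1.26% DMSO; Times: GTP hydrolysis reaction 2 h at 25 °C; Signal: FP, GDP Alexa 633 tracer displaced from anti-GDP antibody, 620/688 nm; Measure: % inhibition from polarization.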
# DDE Tn6 FP inh = inhibitors of Tn6 peptide binding to fibrin DD(E), primary screen, biochemical, fluorescence polarization, human fibrin, Tn6 probe. inhibition, % at 8.3 µM. AID 720509, 2013. Fibrin DD(E) TRITC-Tn6 fluorescence polarization displacement. 0.21% of 370,000 active. Fibrinogen beta chain (Homo sapiens), P02675;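 active = inhibition above a per-campaign cutoff: mean of compounds within control limits plus 3 SD, cut at about 15% in these data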;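 also: 0% = median of all compound wells on the plate and 100% = blocking peptide control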
# rCAG RNA binder = binders of r(CAG) RNA repeats, primary screen, biochemical, fluorescence; inhibition, % at 3 µM; 1.3% of 370,000 active; r(CAG) RNA repeat, TO-PRO-1 dye displacement fluorescence;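 active = inhibition above the plate cutoff, the mean of all test compounds on that plate plus 3 SD, cut at about 35% in these data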;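 also: 0% = DMSO alone and 100% = 100 µM mitoxantrone as full dye displacement; higher means more dye released from RNA so lower well fluorescence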
# NPR2 activator = human GC-B receptor activators, primary screen, HEK293 GC-B cells, cGMP TR-FRET, EC30 CNP. Atrial natriuretic peptide receptor 2 (Homo sapiens), P20594. 0% at EC30 CNP, 100% saturating CNP. activation, % at 10 µM. 0.11% of 370,000 active;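 active = activation at 10 µM reaching about 35% in either raw or pattern-adjusted values, limit read from the data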
# HGIII-sPLA2 inh = human group III sPLA2 inhibitors, primary screen, biochemical, QFRET, BODIPY PC-A2 liposome substrate; Group 3 secretory phospholipase A2 (Homo sapiens), Q9NZ20; QFRET BODIPY PC-A2 liposome hydrolysis, fluorescence; inhibition, % at 12.2 µM; 0.56% of 370,000 active; AID 743126, 2013;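 active = inhibition above mean plus 3 SD of compounds lying within the high and low control bounds, cut at about 19% in these data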;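 also: 0% = median of test compound wells and 100% = no enzyme DMSO wells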
# NPR1 activator = GC-A stimulated cGMP production enhancers – HEK293 GC-A cells, cGMP TR-FRET, EC30 ANP, primary screen. 0% at EC30 ANP, 100% saturating ANP. AID 1671463, 2021. 0.14% of 370,000 active. Atrial natriuretic peptide receptor 1 (Homo sapiens), P16066. activation, % at 10 µM; in the data active = activation above about 40%
# Starred values were filed as active, the others as inactive; . = no result given.
SMILES,ADAM10 inh,FXN GAA850 act,ASAP1 GAP inh,proKLK7 act,ARFGAP1 inh,DDE Tn6 FP inh,rCAG RNA binder,NPR2 activator,HGIII-sPLA2 inh,NPR1 activator
N#Cc1cc2ccccc2nc1SCc1ccccn1,-9,5.1,4,1.5,0,3,2,-1,-5,7
O=C(NC(NC(=O)c1ccccc1)C(=O)c1ccccc1)c1ccccc1,0,1.1,4,0.2,-2,-6,3,-2,-2,7
COCCCNC(=O)CSc1nc2cc(S(=O)(=O)N3CCCCC3)ccc2o1,-9,2.2,2,0.1,5,-8,-3,1,9,1
Nc1csnc1C(=O)O,-8,-1.3,-2,-0.1,5,-2,1,-6,1,5
CCCCCCOc1ccc(-c2ccc(C#N)cn2)cc1,-38,0.0,2,-2.4,2,1,-1,-8,-6,-4
CNC(=O)CSc1nc(-c2ccccc2)c(-c2ccccc2)o1,2,-1.6,8,-0.2,10,3,-3,-5,3,-14
CCc1ccc(CC)c(S(=O)(=O)Nc2ccc(O)c(C(=O)O)c2)c1,10,-0.3,6,0.0,5,-2,25,6,-8,3
COc1ccc(NC(=O)C2(C)CCCN2C(=O)C(C)C)cc1OC (configuration not stated),2,-0.9,10,0.8,3,-4,0,2,-4,0
Cc1ccc2c(c1)C(=C(C#N)C#N)CCN2,-62,-1.3,6,0.5,13,2,3,1,1,3
O=C(c1cccnc1)N1CCc2ccccc21,-2,2.1,-4,0.5,2,-3,2,4,-1,2
Cc1ccc(C)c(NC(=O)CSc2nnc(NC(=O)C3CC3)s2)c1,-4,-2.8,8,0.6,4,-10,-2,-1,4,-3
O=C(O)C1(Nc2ccc(Cl)cc2)CCCC1,2,-0.3,15,0.4,-5,3,2,3,-3,1
COc1cc(/C=C/C(=O)NCc2cccnc2)cc(OC)c1OC,-56,2.6,-4,-0.2,10,2,-1,2,2,0
O=C(O)c1ccc(Cl)cc1NC(=O)C1CCCO1 (configuration not stated),3,-1.0,4,-0.8,-9,1,2,4,3,-1
O=C1N2CCCc3cccc(c32)C12Nc1ccccc1S2 (configuration not stated),-5,1.0,24,0.3,10,-2,-1,0,-4,0

# Profiles, looked up by structure. Values in the order: ADAM10 inh | FXN GAA850 act | ASAP1 GAP inh | proKLK7 act | ARFGAP1 inh | DDE Tn6 FP inh | rCAG RNA binder | NPR2 activator | HGIII-sPLA2 inh | NPR1 activator
# O=C1N2CCCc3cccc(c32)C12Nc1ccccc1S2 (configuration not stated) across the screens: -5 | 1.0 | 24 | 0.3 | 10 | -2 | -1 | 0 | -4 | 0
# O=C(O)C1(Nc2ccc(Cl)cc2)CCCC1 across the screens: 2 | -0.3 | 15 | 0.4 | -5 | 3 | 2 | 3 | -3 | 1
# O=C(c1cccnc1)N1CCc2ccccc21 across the screens: -2 | 2.1 | -4 | 0.5 | 2 | -3 | 2 | 4 | -1 | 2

# Single values from the entries so far.
# NPR1 activator result of O=C1N2CCCc3cccc(c32)C12Nc1ccccc1S2 (configuration not stated) stands at 0
# proKLK7 act result of CNC(=O)CSc1nc(-c2ccccc2)c(-c2ccccc2)o1 stands at -0.2
# DDE Tn6 FP inh result of COCCCNC(=O)CSc1nc2cc(S(=O)(=O)N3CCCCC3)ccc2o1 stands at -8
# NPR2 activator result of O=C(O)c1ccc(Cl)cc1NC(=O)C1CCCO1 (configuration not stated) stands at 4
# DDE Tn6 FP inh result of Cc1ccc2c(c1)C(=C(C#N)C#N)CCN2 stands at 2
# proKLK7 act result of N#Cc1cc2ccccc2nc1SCc1ccccn1 stands at 1.5
# DDE Tn6 FP inh result of Cc1ccc(C)c(NC(=O)CSc2nnc(NC(=O)C3CC3)s2)c1 stands at -10

# Next section
SMILES,ADAM10 inh,FXN GAA850 act,ASAP1 GAP inh,proKLK7 act,ARFGAP1 inh,DDE Tn6 FP inh,rCAG RNA binder,NPR2 activator,HGIII-sPLA2 inh,NPR1 activator
COCCN(CC(=O)NCc1ccccc1)C(=O)CCC(=O)Nc1ccccn1,6,1.7,-5,0.1,5,-3,3,4,12,-1
COc1ccccc1N(CC(=O)NCC(C)C)S(=O)(=O)c1cccs1,-1,0.8,0,-0.2,6,-4,-3,-1,-6,-3
COc1ccccc1NC(=O)/C(=N/OCc1ccc(C#N)cc1)C(C)=O,3,3.2,-6,-0.3,-3,0,-3,-12,-3,-17
CCCc1cc(=O)[nH]c(SCc2csc(-c3ccccc3)n2)n1,0,2.9,5,0.2,-4,5,-1,-6,-16,-3
Cc1ccccc1-n1cc(-c2ccc(Br)cc2)nc1SCC(N)=O,1,0.5,-2,0.2,-6,10,-3,-6,-4,2
O=C(CN(C(=O)c1csnn1)c1ccccc1Cl)NC1CCCCC1,-5,2.0,-3,0.3,5,-7,1,0,6,8
CCOC(=O)N(C)C[C@@H]1OCc2cnnn2CCCC(=O)N([C@H](C)CO)C[C@H]1C,4,0.9,-2,-0.4,-6,4,2,1,2,2
CC1=NN(C(=O)Cn2ccc([N+](=O)[O-])n2)C(O)(C(F)(F)F)C1 (configuration not stated),0,0.5,5,0.1,-2,-5,-1,6,8,2
C=C(C)CC1(NC(C)c2ccccc2)CCCCC1 (configuration not stated),-6,0.4,12,-0.4,31*,-18,0,-8,19,-13
CCOC(=O)C1=C(CSc2nc(-c3ccncc3)ccc2C#N)OC(N)=C(C#N)C1c1ccc(OC)cc1 (configuration not stated),-41,1.8,9,26*,8,-9,9,-4,-4,-2
COc1ccc(C(CC(=O)c2ccc(C)cc2)Nc2ccc([N+](=O)[O-])cc2)cc1 (configuration not stated),20*,1.6,-2,0.7,11,1,16,1,-29,0
O=C(CNS(=O)(=O)c1ccccc1)NNC(=O)C(Cl)Cl,-4,0.6,7,0.4,2,-7,1,0,0,0
COc1cc(/C=N/c2oc(-c3ccccc3)cc2C#N)ccc1O,-203,0.6,2,-0.9,0,1,-1,-3,7,-4
O=C(Cc1ccc(F)cc1)N[C@@H]1c2ccccc2CC[C@@H]1OCc1ccccc1,-7,0.1,-2,0.3,4,-2,0,5,6,-4
Cc1ccc(CSC2=NCCN2C(=O)C(C)Oc2ccccc2)cc1 (configuration not stated),-1,-3.2,9,0.1,-2,-3,5,-1,-2,0

# An excerpt from above, limited to FXN GAA850 act and ADAM10 inh.
structure	FXN GAA850 act	ADAM10 inh
CCOC(=O)N(C)C[C@@H]1OCc2cnnn2CCCC(=O)N([C@H](C)CO)C[C@H]1C	0.9	4
CC1=NN(C(=O)Cn2ccc([N+](=O)[O-])n2)C(O)(C(F)(F)F)C1 (configuration not stated)	0.5	0

# Carrying on:
SMILES,ADAM10 inh,FXN GAA850 act,ASAP1 GAP inh,proKLK7 act,ARFGAP1 inh,DDE Tn6 FP inh,rCAG RNA binder,NPR2 activator,HGIII-sPLA2 inh,NPR1 activator
Cc1cc(C)nc(SC2CCCCC2O)n1 (configuration not stated),2,-0.2,-8,0.5,-3,3,-3,3,8,0
Cc1ccc2[nH]c(=O)c(CN(CCCN3CCOCC3)Cc3nnnn3C3CCCC3)cc2c1,-59,1.6,2,2.3,5,-2,1,4,1,1
CN(C(=O)c1ccco1)c1nc2c(s1)CCCC2,-5,1.9,1,-0.1,-13,0,-3,6,1,0
Fc1cccc(Cc2c(-c3ccco3)nc3c(Cl)cc(C(F)(F)F)cn23)c1,-8,.,0,-0.6,-6,5,32,22,2,24
COc1ccc(COc2cccnc2N)cc1,-5,4.5,-4,0.0,1,2,-1,0,1,-1
CC(=O)Nc1ccc(NC(=O)C2Cc3c(-c4cccc(F)c4)ccnc3O2)cc1 (configuration not stated),-3,-2.0,9,0.0,-3,13,0,6,-3,3
FC(F)(F)c1ccc(CN2C[C@@H]3C(c4ccc(Cl)nc4)C4(c5ccccc5)CC3(C4)[C@H]2c2ccccc2)cc1 (some centres not stated),0,-2.1,13,-0.2,6,-6,7,-4,4,-4
O=C(CSc1cccc[n+]1[O-])N1CCCc2ccccc21,6,-0.3,5,-0.8,6,0,-2,0,3,1
Clc1ccc2nc(C3CCN(Cc4ccccc4)CC3)[nH]c2c1,-3,-0.2,-7,-0.2,-3,2,-5,-2,-8,-12
N/C(=N\OC(=O)CCCOc1ccc(Cl)cc1Cl)c1ccncc1,3,-0.2,3,-0.3,13,2,-3,-4,-6,14
O=C1/C(=C\c2ccc(-c3ccccc3Cl)o2)SC(=S)N1CC1CCCO1 (configuration not stated),-9,-0.9,-14,-0.5,0,7,5,-4,1,-2
COc1ccc2[nH]cc(C(=O)CN3CCCC(C)C3)c2c1 (configuration not stated),-6,-0.7,-1,0.6,-5,-6,1,-2,-7,-1
CCOc1ccc2nc(N3CCC(C(=O)NC4CCCCC4)CC3)sc2c1,5,2.5,3,0.1,0,9,-2,9,0,-2
O=C(OCc1nnc(-c2ccccc2)o1)c1cccc(S(=O)(=O)N2CCOCC2)c1,-5,1.2,-11,-0.8,13,7,-3,-4,11,-2
CCc1ccc(N2CC(O)=C(c3nc4ccccc4c(=O)[nH]3)C2=N)cc1,-29,2.5,-1,-0.3,0,-4,1,-9,3,2
Cc1cc(C)c2c(CC(=O)NC3CCS(=O)(=O)C3)coc2c1 (configuration not stated),2,-1.4,-4,0.3,-1,7,3,8,6,2
Cc1ccc(NC(=O)CSc2nnc(COc3ccc(C#N)cc3)n2-c2ccccc2)cc1C,4,-0.3,7,-0.5,6,2,-2,-11,-3,-7
O=C(c1ccccc1)N1CCN(CC(O)COC2CCCCC2)CC1 (configuration not stated),1,-0.4,13,-0.2,0,-3,-6,3,2,-1
COc1ccc(S(=O)(=O)NNC(=S)NCCc2ccccc2)c(OC)c1,-13,0.3,26*,-0.7,6,-3,-3,3,15,-3
Cc1cc(N(CC(=O)NC(C)C)S(C)(=O)=O)ccc1Br,2,1.7,4,-0.2,5,9,3,-4,11,-7
Cc1nc2c(OCc3ccc(C#N)cc3)cccn2c1N(C)C(=O)CCC1CCCC1,-16,1.1,-11,0.7,2,0,0,3,12,2

# From PubChem
